Source: PubChem (several laboratories)
Hck-Nef inh = human Hck-Nef kinase inhibition. Recombinant Hck-YEEI plus Nef, Z-Lyte FRET kinase assay. AID 463187. inhibition, % at 20 µM. 220,000 compounds, 0.68% hits;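 active = Hck-Nef kinase inhibition above about 50%, limit read from the data; inactive = inhibition below that limit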;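 also: 0% = DMSO with Hck plus Nef and 100% = Hck alone without Nef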
Target sequence (P08631 whole entry, looked up): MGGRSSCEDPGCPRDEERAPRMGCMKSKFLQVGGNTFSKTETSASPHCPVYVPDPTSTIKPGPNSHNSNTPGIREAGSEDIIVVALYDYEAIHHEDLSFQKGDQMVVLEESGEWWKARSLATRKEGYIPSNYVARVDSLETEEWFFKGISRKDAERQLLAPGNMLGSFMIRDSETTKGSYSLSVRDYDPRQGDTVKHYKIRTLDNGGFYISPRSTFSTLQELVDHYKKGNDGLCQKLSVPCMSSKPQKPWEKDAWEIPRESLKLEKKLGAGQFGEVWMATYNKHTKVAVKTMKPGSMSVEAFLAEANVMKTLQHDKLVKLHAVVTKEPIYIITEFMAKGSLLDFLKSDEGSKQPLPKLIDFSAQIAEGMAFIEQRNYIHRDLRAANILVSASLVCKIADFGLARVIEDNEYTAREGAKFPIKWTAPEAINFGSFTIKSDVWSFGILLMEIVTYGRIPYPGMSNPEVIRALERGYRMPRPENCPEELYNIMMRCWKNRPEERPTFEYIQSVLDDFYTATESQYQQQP
EP2 antag = inhibitors of human EP2 prostaglandin E2 receptor; 260,000 compounds, 0.52% hits; inhibition, % at 25 µM; P43116; C6 glioma cells expressing human EP2, cAMP TR-FRET; cells stimulated with saturating PGE2;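 active = percent inhibition above 40 after rounding to a whole number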;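 also: rat C6 glioma host cells with rolipram phosphodiesterase inhibitor present; the protocol text gives 20 µM as final concentration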
EP2 mod = modulates human prostaglandin E2 receptor EP2 signaling. P43116. EP2-expressing cells, cAMP HTRF FRET, PGE2 co-stimulation. induction, % at 25 µM. 260,000 compounds, 0.83% hits;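 active = compounds whose cAMP rise, as percent of the full-agonist control response, exceeds 60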;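 also: rat C6 glioma line stably carrying human EP2 under a CMV promoter; the protocol text gives 20 µM as final concentration; 100% = response of wells given 1 µM PGE2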
eIF4E 4G PPI = blocks eIF4E binding to eIF4G; P63073+Q04637; TR-FRET eIF4E-eIF4GI(517-606) binding, 2 h; inhibition, % at 21.7 µM; 220,000 compounds, 0.37% hits;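 active = inhibition above about 30%, limit read from the data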;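 also: 0% = full FRET control wells and 100% = background wells lacking eIF4GI fragment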
zVAD death inh = blocks zVAD induced death of L929 cells | L929 zVAD necroptosis rescue, ATP luminescence, 24 h; with zVAD 60 µM | viability rescue, % at 10 µM | 220,000 compounds, 0.38% hits;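 active = activation, scaled between plate controls, above about 75%, limit read from the data; inactive = activation under that limit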;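 also: 0% = zVAD with DMSO and 100% = DMSO alone without zVAD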
Rad51 HR inh = Rad51 (human) homologous recombination inhibition | Q06609 | hRad51 DNA strand exchange, fluorescence dequenching | inhibition, % at 10 µM | 200,000 compounds, 0.085% hits | AID 1385;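 active = inhibition above 40% at the single screening dose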;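 also: 0% = DMSO control wells and 100% = blanks with heterologous ssDNA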
Target sequence (Q06609 whole entry, looked up): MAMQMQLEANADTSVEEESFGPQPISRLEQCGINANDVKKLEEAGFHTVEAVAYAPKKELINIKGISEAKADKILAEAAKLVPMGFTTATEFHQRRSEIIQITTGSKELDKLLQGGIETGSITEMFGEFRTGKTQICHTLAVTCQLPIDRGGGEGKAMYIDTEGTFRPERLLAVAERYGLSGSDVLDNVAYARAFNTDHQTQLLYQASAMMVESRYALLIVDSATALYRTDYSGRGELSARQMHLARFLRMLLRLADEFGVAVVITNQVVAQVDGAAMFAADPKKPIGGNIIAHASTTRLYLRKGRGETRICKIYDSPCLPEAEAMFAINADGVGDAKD
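Material: hRad51 filaments on single-stranded DNA; Reagent: Donor/quencher-labelled 47-bp dsDNA substrate; Compound: 10 µM final, single point; Schedule: 37 °C 15-min filament assembly, 30-min compound preincubation, 15-min exchange; Technique: FRET fluorescence, excitation 485 nm, emission 520 nm; Benchmarks: control wells and blank wells on each plate.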
Tb hexokinase = T. brucei hexokinase 1 inhibition; AID 1430; recombinant TbHK1, G6PDH-coupled NADH A340; 220,000 compounds, 0.11% hits; inhibition, % at 10 µM;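 active = inhibition of 50% or more in the single-dose primary screen; inactive = inhibition below 50%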
14-3-3 Bad inh = disrupts binding of bovine 14-3-3 zeta to phospho-Bad peptide; inhibition, % at 21.7 µM; TR-FRET 14-3-3zeta/Dy647-pBad peptide displacement, 1 h; AID 781; 220,000 compounds, 0.71% hits; P63103;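 active = inhibition above about 70%, limit read from the data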;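 also: 0% = full 14-3-3 plus peptide FRET controls and 100% = background without 14-3-3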
Calpain2 inh = blocks pig calpain II enzyme activity. purified calpain II, fluorogenic peptide substrate, 30 min. inhibition, % at 16 µM. 220,000 compounds, 0.37% hits. AID 1236;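 active = inhibition above about 50%, limit read from the data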
Active calls of the source: *; i = inactive; / = no result given; & = joins results of further samples; [ ] = dose if it differs, or a comment.

SMILES	Hck-Nef inh	EP2 antag	EP2 mod	eIF4E 4G PPI	zVAD death inh	Rad51 HR inh	Tb hexokinase	14-3-3 Bad inh	Calpain2 inh
CC1(CCc2ccccc2)NC(=O)N(CC(=O)N2CC(=O)Nc3ccccc32)C1=O (stereo not given)	16	1	19	-2	0.6	10	-6	5	17
Cn1cnnc1SCC(=O)n1c2ccccc2c2ccccc21	1	5	-14	-2	1.0	-2	4	6	-4
O=C(COc1ncnc2ccccc12)c1ccc2c(c1)OCCO2	1	24	-19	-2	2.4	-8	-8	8	13
Cc1c(CC(C)C)nc(N)c(C#N)c1-c1ccccc1	-6	12	47	4	-0.8	-2	-1	-5	6
CN(C)C(=S)NC(=O)C(c1ccccc1)c1ccccc1	8	6	10	1	0.1	/	0	-3	24
O=C(c1ccc(Cl)cc1)C1CCN(C(=O)NC2CCCCC2)CC1	-1	10	-30	4[fluorescence artefact?]	0.5	-6	2	-3	-9
CC(C)(C)NC(=O)COC(=O)c1ccc(S(=O)(=O)N2CCCCCC2)cc1	0	13	-2	15	0.1	-6	2	-5	3
CN(Cc1nc2ccccc2n1C)S(C)(=O)=O	0	3	21	4	0.4	2	2	5	10
c1csc(C2Nc3cccc4cccc(c34)N2)c1	1	11	-10	7	0.3	-6	-21	-7	-11
Cc1ccccc1NS(=O)(=O)c1ccc(N2CCCC2=O)cc1	1	4	-12	-6	0.1	-10	-2	-11	2
CCOc1ccc(NC(=O)CC(NCc2ccccn2)C(=O)O)cc1 (stereo not given)	8	1	21	-4	-0.1	/	-4	-18	-14
Cc1cc(C(=O)CSc2nc3ccccc3[nH]2)c(C)n1CC1CCCO1 (stereo not given)	-1	0	-36	6	-0.2	5	-11	-3	22
CCCOc1ccc(-c2c(=O)n(OCc3ccc([N+](=O)[O-])cc3)c3ccccc3[n+]2[O-])cc1	5	2	9	3	0.4	-1	7	5	-27
COC(=O)C1=CN(CC2CCCO2)C=C(C(=O)OC)C1c1cc(OC)c(OC)c(OC)c1 (stereo not given)	45	5	38	-13	0.3	-1	-11	-19	i
CC(CN1CCOCC1)OC(=O)c1cccc(Br)c1 (stereo not given)	0	11	4	6	-0.2	-2	-2	37	3
O=C(Nc1ccn(Cc2ccc(Cl)cc2)n1)c1ccccc1	-4	13	-32	-8	2.7	-7	6	-4	26
CCCCc1cc2c(c(NC(=O)CC)n1)c(=O)oc1ccccc12	20	0	19	-9	-0.5	-1	-9	7	-98
Cn1nc(C(C)(C)C)c([N+](=O)[O-])c1C(=O)Nc1ccc(Br)cc1	14	11	-35	-1	2.1	5	-3	1	-13
CCc1nc2ccccc2n1CC(O)COc1ccc(NC(C)=O)cc1 (stereo not given)	8	5&10	-26&13	0	-0.8	0	-5	-5	16
O=C(C/C=N/OCc1ccc(Cl)cc1)c1cnc(-c2ccccc2)s1	0	8	4	-3[fluorescence artefact?]	0.3	-7	-11	-17	-20
CC(C)(C)OC(=O)N1CCC(C(=O)N[C@@H](Cc2ccccc2)C(=O)O)(c2ccccc2)CC1	-8	6	37	5[fluorescence artefact?]	/	/	4	5	22
CCC(C)n1c(=O)c(C(=O)Nc2ccccc2S(N)(=O)=O)c(O)c2ccccc21 (stereo not given)	-3	18	3	-14[fluorescence artefact?]	1.7	5	-1	-9[fluorescence artefact?]	-259
COc1ccc(C(=O)N=c2sc3c(C)ccc(OC)c3n2C)cc1OC	17	9	35	-2	-0.3	10	-38	4	-245
Cc1ccc2[nH]c(=O)c(N3CCOCC3)c(-c3ccccc3)c2c1	1	7	47	0[fluorescence artefact?]	-0.1	-7	-3	4[fluorescence artefact?]	-47
CN1CCN(C(=O)CSc2cc(=O)n(C)c3ccccc23)CC1	-6	8	21	-5	0.4	/	-11	6	37
CC(/C=C/c1ccco1)=N/NC(=O)CNc1ccccc1C	35	5	-28	0	0.1	25	-34	-19	-101
O=C(O)c1ccc(Oc2cccc([N+](=O)[O-])c2)cc1C(=O)O	1	0	0	-3[fluorescence artefact?]	0.2	-5	-1	74*	-7
Cc1ccc(N(C(=O)CNC(=O)c2ccco2)C(C(=O)NC2CCCC2)c2cccnc2)cc1C (stereo not given)	1	12	33	1	-0.1	9	6	-1	-15
CN(C)S(=O)(=O)N1CCC(c2ccc(F)cc2)C(COc2ccc3c(c2)OCO3)C1 (stereo not given)	-3	10	13	4	-0.5	8	-5	-8	24
COc1cccc(-c2cc(=O)c3cc(NC(=O)c4ccccc4)ccc3[nH]2)c1	-2	-1	-15	0	39	-6	0	-15	-45
COc1ccc(C(=O)NNC(=O)CSc2nnnn2C)cc1	19	1	-37	-1	3.1	-5	-1	-6	7
O=Cc1cccn1-c1sc2c(c1C(=O)O)CCCC2	5	6	15	15[fluorescence artefact?]	0.4	-2	33	-9	-10
O=C(CCNc1cccc(F)c1)c1cc2ccccc2o1	1	9	-29	7	0.3	/	-8	12	15
Cc1cccc(CC2CC(=O)N(c3ccccc3)C2=O)c1 (stereo not given)	-5	10	20	1[fluorescence artefact?]	1.2	7	9	4	-1
CC(C)(C)c1nnc(NC(=O)c2cccs2)s1	14	9	-17	0	0.9	-8	-15	-2	15
Cc1cccc(C)c1OCCCCc1c(C)n[nH]c1C	-6	4	18	-21	0.2	-2	4	33	-49
COc1ccc2sc3ccccc3c(=O)c2c1OC	1	/	-35	4	0.6	/	0	-2	0
CC(N=C(NC#N)Nc1ccncc1)C(C)(C)C (stereo not given)	-4	22&9&13&13	17&-2&28	6	-1.0	-7&-8	0	-1	-5
Cc1cccc2c(C(=O)O)c3c(nc12)CCCCC3	-3	15	-2	-8	0.1	-1	4	68	1
CC(=O)NC1=NN(c2ccccc2)C(=O)C1	3	6	-3	3	-0.1	0	7	-11	25

4 entries picked at random from the list so far:
SMILES	Hck-Nef inh	EP2 antag	EP2 mod	eIF4E 4G PPI	zVAD death inh	Rad51 HR inh	Tb hexokinase	14-3-3 Bad inh	Calpain2 inh
COc1ccc(C(=O)NNC(=O)CSc2nnnn2C)cc1	19	1	-37	-1	3.1	-5	-1	-6	7
COc1ccc2sc3ccccc3c(=O)c2c1OC	1	/	-35	4	0.6	/	0	-2	0
CC(=O)NC1=NN(c2ccccc2)C(=O)C1	3	6	-3	3	-0.1	0	7	-11	25
Cc1cccc2c(C(=O)O)c3c(nc12)CCCCC3	-3	15	-2	-8	0.1	-1	4	68	1

The list continues.
SMILES	Hck-Nef inh	EP2 antag	EP2 mod	eIF4E 4G PPI	zVAD death inh	Rad51 HR inh	Tb hexokinase	14-3-3 Bad inh	Calpain2 inh
Cc1cccc(C(=O)N[C@H](C(=O)Nc2cc(S(=O)(=O)N3CCCCC3)ccc2C)C(C)C)c1	2	5	21	-2[fluorescence artefact?]	0.9	0	-2	-16	-6
O=C(O)/C=C\C(=O)Nc1ccc(Oc2ccccc2)cc1	2	4	-5	1[fluorescence artefact?]	0.2	1	-4	37[fluorescence artefact?]	-15
CCc1c(C)nc2c(C#N)c[nH]n2c1=O	3	4	10	-6	4.7	-9	2	8	-37
Clc1ccc2c(c1)C1OCCC1C(c1ccco1)N2 (stereo not given)	3	10	33	5	-0.1	1	-18	-5	i
CC1S/C(=N/N=C2CCC(C(C)(C)C)CC2)NC1=O (stereo not given)	6	10	47	3[fluorescence artefact?]	-0.5	-1	-5	-1	-4
O=C(NCc1cccs1)C(NS(=O)(=O)c1cccc2nsnc12)c1ccccc1 (stereo not given)	2	9	15	-3[fluorescence artefact?]	1.8	9	-8	11	3
CCCCN(C(=O)CSc1nnc(-c2ccccc2)n1C)c1c(N)n(Cc2ccccc2)c(=O)[nH]c1=O	2	1	29	-3[fluorescence artefact?]	1.3	8	-3	-7	10
COc1ccc(OC)c(NC(=O)CCNS(=O)(=O)c2cccs2)c1	0	10	10	5[fluorescence artefact?]	0.7	-7	-3	-6	-8
O=[N+]([O-])c1cccc(CNC2CCCCCC2)c1	17	3	26	-1	0.6	/	2	-3	-3
CC(C)(C)n1ncc2c(=O)n(Cc3ccc(Cl)cc3)cnc21	16	4	-2	2	-1.2	9	-5	-6	-1
CC(C)CNC(=O)NC(=O)COC(=O)COc1ccc(Cl)cc1Cl	6	2	-22	0	-0.8	17	10	6	17
CC1=C(C(=O)Nc2ccccc2)C(c2ccco2)C(C#N)=C(SCC(=O)Nc2cccc(C)c2C)N1 (stereo not given)	3	14	-1	-10[fluorescence artefact?]	0.0	-6	6	0[fluorescence artefact?]	-42
CC(C)(CC(=O)O)CC(=O)NNc1ncccc1C#N	-1	5	-2	-4	0.2	-14	-1	0	-4
COc1ccc(-n2c(COc3cccc4ccccc34)nnc2SC(C)C(=O)O)cc1 (stereo not given)	24	2	33	2	-0.5	-4	1	0	-11
NS(=O)(=O)c1ccc(NC(=O)/C=C/c2cccc(Cl)c2)cc1	18	7	-74	0	44	-7	-3	-19	-9
Cc1nnc(NC(=O)CCCOc2ccccc2)s1	1	9&13	-2&12	-7[fluorescence artefact?]	1.4	4	-8	-15	20
CCN(CC)C(=O)c1ccccc1NS(=O)(=O)c1ccc(C)cc1	-2	3	20	-1	0.5	1	-6	8	-26
Cc1ccc(-c2nn3c(C)nnc3s2)cc1NC(=O)c1cccs1	11	9	36	-30	0.5	4	4	1	-68
O=C(CSc1n[nH]c(=O)n1C1CC1)Nc1cc(Cl)ccc1Oc1ccccc1	4	12	-3	-11	1.4	1	1	-6	-33
Cc1c(C(=O)NC2CCCc3ccccc32)oc2ccc(S(=O)(=O)N3CCCC3)cc12 (stereo not given)	-1	8	-10	/	-0.7	1	0	/	41
CCn1c(=S)[nH]c2c(c1=O)C(C)(C)Cc1ccccc1-2	5	21	66*	-3	-0.5	3	-4	-7	0
Cc1cccc(OCC(=O)NC(Cc2c[nH]c3ccccc23)C(=O)O)c1C (stereo not given)	8	7	-13	0	0.2	/	-4	1	-65
Cc1cccc(C(=O)NNC(=O)C2CCCO2)c1 (stereo not given)	1	7	-1	7	1.4	3	4	6	-8
COC(=O)c1sccc1NC(=O)c1ccc(Cl)s1	8	3	31	-9[fluorescence artefact?]	-0.1	4	-3	-4	-67
CC(Oc1ccc2c(-c3ccccc3)cc(=O)oc2c1)C(=O)O (stereo not given)	1	19	-23	-5[fluorescence artefact?]	0.1	-7	-23	40	6
COCCn1c(N)c(Sc2ccc([N+](=O)[O-])cc2)c(=O)[nH]c1=O	15	3	5	2	-0.7	1	-20	-2	-8
O=C(CSc1nnc(CNc2ccc(F)cc2)o1)N1CCN(C(=O)c2ccco2)CC1	0	1	10	-1	0.5	8	0	2	-12
CN(Cc1c(F)cccc1Cl)C(=O)C1CC(=O)N(CCc2ccccc2)C1 (stereo not given)	13	2	-31	-1	-0.1	9	-5	4	6
COc1ccc(NC(=O)CN(c2cccc(C(F)(F)F)c2)S(C)(=O)=O)cc1OC	3	3	-7	-6	0.3	-3	-6	-7	-11
Cc1ccc(S(=O)(=O)Nc2nc3ccccc3nc2Nc2cccc(S(=O)(=O)N3CCCC3)c2)cc1	-3	7	-8	4	1.7	-20	-5	2	-14
COC(=O)C1=C(C)N(Cc2ccco2)C(=O)N[C@H]1c1ccc(Br)cc1	0	/	33	8	-0.9	/	3	-7	17
Cn1nccc1NC(=O)Nc1cccc(Cl)c1	20	6	-10	-4	0.2	/	-11	0	-24
O=C(COc1ccc(S(=O)(=O)NC2CCCCC2)cc1)NCc1cccnc1	1	3	6	-2	0.2	3	-5	5[fluorescence artefact?]	-3

Only part of the results is shown; count on the stated rates, not on these rows.
